Assay outcomes: PubChem, Sanford-Burnham Center for Chemical Genomics
PfG6PD inh: PfG6PD (Plasmodium falciparum) enzyme inhibition; PfGluPho enzyme, NADPH resazurin-diaphorase fluorescence; inhibition, % at 20 µM; 350,000 tested, 0.78% active; AID 504690;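 active = inhibition reaching at least a set limit at 20 µM in the primary screen, cut at about 59% in these data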;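 also: 0% = DMSO wells with substrate and 100% = DMSO wells lacking glucose-6-phosphate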
SENP1 inh: SENP1 (human) catalytic domain inhibition; recombinant SENP1 catalytic domain, CyPet-SUMO1-YPet FRET cleavage; inhibition, % at 10 µM; 360,000 tested, 0.21% active; AID 624204;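 active = inhibition at least 30% at 10 µM, raw YFP signal under a set limit, fluorescence ratio 0.5 to 1.5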;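 also: 0% = enzyme with DMSO and 100% = no enzyme wells; some results filed as inactive read as strong as hits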
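Assay system – human recombinant His6-tagged SENP1 catalytic domain enzyme · Input – SENP1 enzyme, 20 pM final · Buffer or medium – Tris pH 8 buffer plus EDTA, NaCl, BME, BSA, NP40, catalase · Schedule – 50 min reaction at room temperature · Technique – FRET read of cyan and yellow fluorescence · Control set – no-enzyme wells low, DMSO-plus-enzyme wells high control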
SENP6 block: inhibitors of human SENP6 protease. 330,000 tested, 1.8% active. inhibition, % at 10 µM. Q9GZR1. Recombinant SENP6 catalytic domain, aminoluciferin luminescence;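 active = inhibition above about 50% at the single tested dose, limit read from the data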;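 also: plate controls were DMSO wells with enzyme for no effect and DMSO wells lacking enzyme for full effect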
Apaf-1 inh: blocks human Apaf-1 apoptosome activity; O14727; reconstituted apoptosome caspase-3 activity, DEVD-Rh110 fluorescence; 330,000 tested, 0.71% active; inhibition, % at 20 µM; active = inhibition of at least 40% at 20 µM;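 also: plate controls were DMSO wells for no effect and DEVD-CHO caspase inhibitor wells for full effect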
Target sequence (O14727 whole entry, looked up): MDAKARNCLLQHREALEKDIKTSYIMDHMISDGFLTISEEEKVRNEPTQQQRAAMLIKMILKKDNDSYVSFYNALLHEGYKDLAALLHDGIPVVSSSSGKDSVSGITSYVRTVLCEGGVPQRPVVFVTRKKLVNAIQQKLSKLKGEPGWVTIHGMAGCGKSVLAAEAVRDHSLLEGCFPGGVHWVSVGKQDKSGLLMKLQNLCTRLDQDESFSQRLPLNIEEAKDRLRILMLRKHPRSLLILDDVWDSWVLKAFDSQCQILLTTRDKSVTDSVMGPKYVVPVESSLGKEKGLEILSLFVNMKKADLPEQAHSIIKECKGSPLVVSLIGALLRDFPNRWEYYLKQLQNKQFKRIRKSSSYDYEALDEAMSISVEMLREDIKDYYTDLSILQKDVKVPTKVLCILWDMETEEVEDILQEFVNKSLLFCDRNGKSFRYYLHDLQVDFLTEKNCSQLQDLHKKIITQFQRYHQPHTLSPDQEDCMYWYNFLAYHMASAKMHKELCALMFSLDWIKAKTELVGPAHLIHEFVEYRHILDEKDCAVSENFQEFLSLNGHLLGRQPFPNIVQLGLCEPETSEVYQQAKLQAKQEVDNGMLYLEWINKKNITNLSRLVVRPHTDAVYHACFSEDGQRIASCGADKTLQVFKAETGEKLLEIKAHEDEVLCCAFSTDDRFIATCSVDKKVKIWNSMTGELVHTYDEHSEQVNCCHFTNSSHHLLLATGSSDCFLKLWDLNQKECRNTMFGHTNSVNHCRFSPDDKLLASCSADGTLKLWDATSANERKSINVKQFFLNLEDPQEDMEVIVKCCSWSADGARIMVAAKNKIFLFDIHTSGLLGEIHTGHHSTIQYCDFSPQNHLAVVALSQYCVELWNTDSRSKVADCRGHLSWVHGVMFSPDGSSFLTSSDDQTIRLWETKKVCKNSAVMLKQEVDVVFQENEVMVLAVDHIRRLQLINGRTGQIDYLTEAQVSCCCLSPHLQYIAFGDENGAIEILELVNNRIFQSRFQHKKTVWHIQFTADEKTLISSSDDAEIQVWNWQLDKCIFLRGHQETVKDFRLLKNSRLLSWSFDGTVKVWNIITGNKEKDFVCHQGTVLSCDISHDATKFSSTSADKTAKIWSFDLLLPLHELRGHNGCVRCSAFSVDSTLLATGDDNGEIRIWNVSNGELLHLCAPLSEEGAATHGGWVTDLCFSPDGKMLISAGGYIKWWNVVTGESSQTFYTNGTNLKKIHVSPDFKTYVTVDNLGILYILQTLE
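Medium: Hepes buffer, pH 7.5 / System: biochemical Apaf-1 apoptosome reconstitution / Measured by: Rh110 fluorescence, excitation 480 nm, emission 540 nm / Times: compound with Apaf-1, dATP, procaspase-3 30 min, then 50 min reaction, room temperature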
SENP8 block-1: SENP8 (human) protease inhibition | inhibition, % at 20 µM | recombinant SENP8, Nedd8 substrate fluorescence | 360,000 tested, 0.64% active | Q96LD8 | AID 602440; in the data active = inhibition mostly above about 40%, no sharp cut-off; inactive = mostly below about 27%
SENP8 block-2: SENP8 protease inhibition; AID 2540; purified SENP8, Z-RLRGG-aminoluciferin cleavage, luminescence; Q96LD8; 330,000 tested, 1.2% active; inhibition, % at 10 µM; in the data active = inhibition above about 50%
HKDC1 inh: blocks human hexokinase HKDC1 activity; Q2TB90; recombinant HKDC1, G6PDH/diaphorase resazurin coupled fluorescence; inhibition, % at 20 µM; 340,000 tested, 0.16% active;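 active = inhibition above about 35% when tested at 20 µM, limit read from the data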;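 also: plate controls were DMSO wells with enzyme for no effect and DMSO wells lacking enzyme for full effect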
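Test system: HK5 enzyme. Quantity: 5 µg/mL HK5 final. Reagent: glucose and ATP substrates. Schedule: 90 min reaction incubation at room temperature, dark. Technique: resazurin-to-resorufin fluorescence via G6PDH and diaphorase coupling, 525/613 nm. Control set: DMSO wells with and without enzyme mix.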
SENP7 block: SENP7 protease inhibition. recombinant SENP7, Z-RLRGG-aminoluciferin luminescence, 40 min. 330,000 tested, 1.5% active. AID 434973. inhibition, % at 5 µM. Q9BQF6;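 active = inhibition above about 50% at the single test dose, limit read from the data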;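 also: plate controls were DMSO with enzyme for no effect and no enzyme buffer wells for full effect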
* marks the source's active call; other numbers are inactive results; x = not tested or not shown.

A first look, 7 compounds:
SMILES	PfG6PD inh	SENP1 inh	SENP6 block	Apaf-1 inh	SENP8 block-1	SENP8 block-2	HKDC1 inh	SENP7 block
COc1ccc(CCNC(=O)c2cc(-c3cc(C)c(C)cc3O)n[nH]2)cc1OC	-5	3	-5	-2	15	1	-3	4
CN(C)c1ccc(/C=N/NC(=O)CCCCCNC(=O)c2ccccc2)cc1	11	-16	-11	0	-373	-5	-4	-9
CCCOc1ccc([C@@H]2C3CN(C(=O)OCC)CC=C3C(C#N)=C(N)C2(C#N)C#N)cc1OC (stereo partly specified)	1	-35	-13	-3	-60	-9	20	-12
CSc1ccc(C#N)cc1NC(=O)c1ccccc1C	14	-22	-1	0	9	-1	-6	-6
O=C(CN1C(=O)NC(Cc2c[nH]c3ccccc23)C1=O)Nc1cccc(S(=O)(=O)N2CCCC2)c1 (stereo unspecified)	44	-2	-14	0	5	-1	-1	1
N#Cc1ccccc1NC(=O)C(=O)NCCCN1CCCC1=O	1	2	-10	-2	12	1	0	-6
Cc1cc(C)c(S(=O)(=O)c2c(C)cccc2C)c(OCC(C)C)n1	6	1	2	8	16	4	4	0

The whole of this part (from the top)
SMILES	PfG6PD inh	SENP1 inh	SENP6 block	Apaf-1 inh	SENP8 block-1	SENP8 block-2	HKDC1 inh	SENP7 block
COc1ccc(CCNC(=O)c2cc(-c3cc(C)c(C)cc3O)n[nH]2)cc1OC	-5	3	-5	-2	15	1	-3	4
CN(C)c1ccc(/C=N/NC(=O)CCCCCNC(=O)c2ccccc2)cc1	11	-16	-11	0	-373	-5	-4	-9
CCCOc1ccc([C@@H]2C3CN(C(=O)OCC)CC=C3C(C#N)=C(N)C2(C#N)C#N)cc1OC (stereo partly specified)	1	-35	-13	-3	-60	-9	20	-12
CSc1ccc(C#N)cc1NC(=O)c1ccccc1C	14	-22	-1	0	9	-1	-6	-6
O=C(CN1C(=O)NC(Cc2c[nH]c3ccccc23)C1=O)Nc1cccc(S(=O)(=O)N2CCCC2)c1 (stereo unspecified)	44	-2	-14	0	5	-1	-1	1
N#Cc1ccccc1NC(=O)C(=O)NCCCN1CCCC1=O	1	2	-10	-2	12	1	0	-6
Cc1cc(C)c(S(=O)(=O)c2c(C)cccc2C)c(OCC(C)C)n1	6	1	2	8	16	4	4	0
O=C(Oc1cccc(N2C(=O)CCC2=O)c1)C1CC(=O)N(c2ccc(F)cc2)C1 (stereo unspecified)	9	3	4	-8	6	-5	13	-17
COc1ccc(O)c(-c2[nH]ncc2C(=O)c2ccccc2)c1	7	-1	-12	5	22	-11	1	-5
CC(OC(=O)c1cccc(S(=O)(=O)N2CCCCCC2)c1)C(=O)Nc1ccc(S(N)(=O)=O)cc1 (stereo unspecified)	13	1	-6	-9	10	0	1	-5
COc1ccc(OC)c(/C=N\NC(=O)c2c(C)nc3cc(C)ccn23)c1	-1	0	6	12	-432	2	-3	-12
CCOc1ccc2nc(NCCO)[nH]c2c1	-11	2	-15	-2	26	-5	-8	15
O=C(CCS(=O)(=O)Cc1ccccc1F)N1CCc2ccccc2C1	-10	1	5	17	67*	4	6	0
COc1cc(/C=N/NC(=O)c2cccc(C)c2)ccc1OCC(=O)Nc1ccccc1	-6	4	-9	-2	-29	-1	3	1
CSc1ccc(CNC(=O)Cn2nc(C)c3c(C)n(-c4ccc(C)cc4)nc3c2=O)cc1	-19	-1	11	7	15	4	-3	-3
COc1cccc(NC(=O)CN2C(=O)CSc3ccc(S(=O)(=O)N4CCOCC4)cc32)c1	3	0	9	-1	21	2	-6	-2
COc1ccccc1-n1c(=O)[nH]c2c(C(N)=O)nc(-c3cccnc3)nc21	2	-2	-9	7	-425	-11	3	-7
COc1ccc(Cl)cc1C(=O)OCC(=O)NC1CCCC(C)C1C (stereo unspecified)	10	1	-12	-41	3	2	-4	3
CC(=O)c1sc(-c2ccc(Cl)cc2)cc1N	9	-70	31	14	-328	14	3	9
Cc1ccc(NC(=O)NCCN2CCCCC2)cc1	-8	1	-6	-5	5	0	2	-13
Cc1cc2ccccn2c1C(=O)c1ccc(N/N=C/c2ccc(C(=O)O)cc2)c([N+](=O)[O-])c1	-18	1	x	x	66*	x	-4	x
CC1CCC(NC(=O)c2nc(Cn3ccc([N+](=O)[O-])n3)no2)CC1 (stereo unspecified)	6	0	-6	-11	-2	8	-6	0
CS(=O)(=O)N(CC(=O)Nc1ccccc1C(=O)NCc1ccco1)c1ccccc1F	-13	0	-7	-8	-15	0	-11	2
COc1ccccc1C(=O)NC(CCSC)C(=O)N1CCC(Cc2ccccc2)CC1 (stereo unspecified)	1	-1	-21	44*	6	-11	-2	7
COC(=O)C1CCN(CC(N)=O)CC1	1	2	-1	-7	22	0	-7	10

New compounds follow
SMILES	PfG6PD inh	SENP1 inh	SENP6 block	Apaf-1 inh	SENP8 block-1	SENP8 block-2	HKDC1 inh	SENP7 block
Cc1ccc(CCNC(=O)C23CN(Cc4ccccc4)CC2C(c2cccc([N+](=O)[O-])c2)=NO3)cc1 (stereo unspecified)	11	-3	-11	15	7	-14	1	5
O=C(COC(=O)CNC(=O)C12CC3CC(CC(C3)C1)C2)NC1CCS(=O)(=O)C1 (stereo unspecified)	-21	1	-5	-4	5	0	-7	9
COc1ccc(CN(C)Cc2nc3cc(OC)c(OC)cc3c(=O)[nH]2)c(OC)c1	-5	-3	-21	-22	-15	-3	1	1
O=C(CN1CCC(c2nc3ccccc3s2)CC1)NCc1cccs1	-5	-18	0	13	-9	-9	10	-8
O=C(NCCN1C(=O)S/C(=C\c2ccc(Cl)c(Cl)c2)C1=O)C1COc2ccccc2O1 (stereo unspecified)	20	-2	3	18	4	8	4	13
Cc1ccccc1OCc1nc2ccccc2[nH]1	2	1	80*	4	1	68*	-10	86*
CCn1c(O)c(C=Nc2ccccc2)sc1=O	-3	-35	-23	-3	-256	-15	-5	2
Cc1cccc(Nc2nc(N3CCN(C)CC3)nc(N)c2[N+](=O)[O-])c1	15	2	-25	16	40*	-10	11	-7
CCN(CC(=O)Nc1c(F)cccc1F)C(=O)c1ccc(=O)n(C)n1	-10	3	x	x	3	x	2	x
NS(=O)(=O)c1ccc(N/N=C2/CCCCC2C2CCCCC2)c([N+](=O)[O-])c1 (stereo unspecified)	17	4	-26	31	33	-9	-5	3
CN(CC(=O)Nc1cccc(F)c1)C(=O)c1ccc(OCc2ccccc2)cc1	7	0	3	-4	9	1	2	-10
CC(C)Cc1nc(SCC(=O)N2CC(C)OC(C)C2)c2c(=O)n(C)c(=O)n(C)c2n1 (stereo unspecified)	-16	0	-2	0	0	9	-2	-6
O=C(NCC(c1ccco1)N1CCc2ccccc2C1)c1cccc(Br)c1 (stereo unspecified)	16	-1	-13	17	4	5	-2	-4
O=C(NCc1ccncc1)c1ccc(S(=O)(=O)Nc2ccccc2)cc1	11	1	-4	6	3	7	-4	-3
CCc1noc(C)c1C(=O)NNC(=O)c1ccc(Br)cc1	6	2	-12	-3	7	12	-8	-7
Cc1ccc(NC(=O)CSc2nnnn2C2CC2)cc1S(=O)(=O)N1CCOCC1	6	3	-20	-1	12	-21	-1	10
Cc1[nH]c2ccccc2c1C(=O)CNc1nccs1	25	1	8	-8	33	2	-3	6
Cc1cc(NC(=O)CCc2ccc(-c3ccccc3)o2)no1	10	-8	-10	0	-77	5	1	15
COC(=O)c1ccc(Oc2nc3c(c(=O)n(C)c(=O)n3C)n2CCC(C)C)cc1	29	2	-14	17	16	-4	-2	-2
Fc1ccccc1COc1cccc(/C=N/n2cnnc2)c1	8	-1	-7	17	-3	-1	-4	1
O=C(c1ccco1)N1CCN(S(=O)(=O)c2ccc3[nH]c(=O)oc3c2)CC1	-26	1	6	7	18	4	-10	-1
COc1cc(/C=C/c2noc(-c3ccccc3O)n2)ccc1OC(C)=O	-3	3	12	-8	2	-10	1	19
Cc1cccc(OCC(=O)Nc2ccc(S(=O)(=O)Nc3ccccn3)cc2)c1	-12	3	3	1	-247	10	-5	12
O=S1(=O)CC(O)C(N=Nc2c(O)n(Cc3ccccc3)c3ccccc23)C1 (stereo unspecified)	-7	0	-17	-10	18	-2	3	-5
c1ccc(CNc2nc(-c3cccnc3)cs2)cc1	5	-1	-31	12	-3	-16	-1	-11

Next section (2 carried over from the part before).
SMILES	PfG6PD inh	SENP1 inh	SENP6 block	Apaf-1 inh	SENP8 block-1	SENP8 block-2	HKDC1 inh	SENP7 block
O=S1(=O)CC(O)C(N=Nc2c(O)n(Cc3ccccc3)c3ccccc23)C1 (stereo unspecified)	-7	0	-17	-10	18	-2	3	-5
c1ccc(CNc2nc(-c3cccnc3)cs2)cc1	5	-1	-31	12	-3	-16	-1	-11
O=C(COc1ccccc1)OC(C(=O)c1ccccc1)c1ccccc1 (stereo unspecified)	6	8	-9	19	9	-5	-6	1
COc1ccc(CCNc2c([N+](=O)[O-])c(=O)oc3ccccc23)cc1OC	13	-4	-10	14	19	2	0	-9
C=CCNC(=S)N/N=C(\C)c1cccc(OC)c1	-8	0	-6	-7	17	-1	-2	4
CCOC(=O)c1csc(NC(=O)c2ccc(S(=O)(=O)N3CCCC3)cc2)n1	-18	1	4	2	-117	7	-2	-5
O=[N+]([O-])c1ccc(O)c(C=Nc2cccc3ncccc23)c1	20	-5	90*	91*	2	75*	14	42
O=C(NCC1CCCO1)c1nn2c(C(F)(F)F)cc(-c3cccs3)nc2c1Cl (stereo unspecified)	-9	-24	-26	0	-70	-6	-4	-17
Nc1ccc(C(=O)OCC(=O)Nc2cc([N+](=O)[O-])ccc2F)cc1	2	0	-18	-9	13	1	-4	-1
O=C(O)c1c(-n2cccc2)sc2c1CCCC2	14	-1	-6	2	17	-5	-4	-5
C=CCN1C(=O)C(CC(=O)O)SC1=Nc1cccc([N+](=O)[O-])c1 (stereo unspecified)	-10	0	5	-16	9	2	-3	8
O=C(O)COc1ccc(/C=C/C(=O)c2ccc(C3CCCCC3)cc2)cc1	-26	-19	16	22	-95	5	11	-7
CC(C)CCn1c(N2CCc3ccccc3C2)nc2c1c(=O)[nH]c(=O)n2C	-3	-5	-7	25	10	-3	-1	-4
Cc1ccc2cc(C=O)c(N(C)C)nc2c1	-18	-6	-17	5	-408	-10	-6	-2
CCN1C(=O)N(c2cccc3ccccc23)C(C)=CC1(C)C	-14	2	-17	9	6	-5	1	-4
CCSc1nnc(NC(=O)Cn2cnc3ccccc3c2=O)s1	0	2	-15	-4	26	-7	-5	-3
CSc1nc(=S)c2[nH]c(=S)[nH]c2[nH]1	88*	-3	x	x	1	x	4	x
Cc1ccc(-c2nn(-c3cc(Cl)ccc3[N+](=O)[O-])c(=O)c3ccccc23)cc1	15	-1	-12	29	2	0	-4	-9
COc1cc(NC(=O)c2ccc3c(c2)C(=O)N(CCC(C)C)C3=O)c(C(=O)O)cc1OC	-9	-4	-1	-3	-91	-9	-4	-15
O=C(c1cccs1)N1CCN(S(=O)(=O)N2CCOCC2)CC1	-19	1	6	-16	16	7	-6	-3
Cc1ccccc1N(CC(=O)N1CCCCCC1)S(C)(=O)=O	5	3	12	2	4	13	-6	-2
COc1ccc(NC(=O)c2nc3nc(C)cc(C(F)F)n3n2)cc1OC	-1	0	4	3	2	-1	3	4
CCOc1cc(/C=N/n2c(C)nc3ccccc3c2=O)ccc1O	4	0	-1	10	2	-11	-3	-11
Cc1ccc(C(C)C)c(OCC(=O)NN=C2CCCCCCC2)c1	-21	1	-7	12	30	8	14	1
COc1ccccc1CNc1ncc(-c2ccccc2)n1C	-2	0	-19	-1	-79	2	-1	-11
CCCCOc1ccc(C(=O)Oc2ccc(C)nc2)cc1	-2	2	10	-1	9	-7	-6	-3
COc1ccc(N(C(=O)c2cccnc2)S(=O)(=O)c2ccc(F)cc2)cc1	8	2	-39	-2	10	-4	1	-16
